Bioassay records (PubChem)
HEK293 NOD2/NF-kB: NOD2 signaling inhibitors, cell-based, luminescence, uHTS, HEK293 (AID 1566); HEK293 NOD2/NF-kB luciferase reporter, luminescence; higher % means a stronger effect; one-dose inhibition, % at 4 µM; EC50 in µM for titrated hits; hit rate 0.63% among 290,000; in the data active = inhibition above about 50%; note: many of its hits are not listed in these tables
Lipid droplet: modulators of hepatic lipid droplet formation | inhibition, % at 6.5 µM | hit rate 0.4% among 240,000 | AML12 mouse hepatocytes, oleate lipid droplets, BODIPY imaging;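 active = lipid droplet intensity inhibited by at least 50%, with more than 500 cells counted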
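Assay system: AML12 hepatocytes (mouse) / Also added: 100 µM oleic acid challenge / Times: overnight treatment with compound plus oleate / Detection: high-content imaging of BODIPY-stained droplets and DAPI nuclei / Evaluation: % inhibition of lipid droplet signal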
Lipid droplet cells 6.5 µM: also measured in Lipid droplet; calls as there; cell count; measured here: cell count, cytotoxicity flag;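 cells counted across two imaged fields per well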
* = called active by the depositor. Some of the compounds tested. The share of hits here may be higher or lower than overall.

SMILES,HEK293 NOD2/NF-kB,Lipid droplet,Lipid droplet cells 6.5 µM
O=C(O)c1ccc2c(c1)C(=O)N(c1ccc([N+](=O)[O-])cn1)C2=O,14.3%,-0.4,831
CC(C)=CC(=O)Nc1ccc(S(=O)(=O)Nc2onc(C)c2C)cc1,-10.4%,-0.8,825
Cc1c(C)c2c(OCC(=O)N3CCC(C(N)=O)CC3)cc3c(c2oc1=O)CCC(C)(C)O3,15.4%,-2.8,774
O=C(CN1CCOCC1)Nc1ccccc1C(=O)Nc1ccccc1,0.0%,-3.9,851
COc1ccc(/C=C(/NC(=O)c2ccco2)C(=O)N2CCCCC2)cc1,5.1%,-1.4,800
CCOc1ccc2oc(=O)cc(CN3CCOCC3)c2c1,1.7%,-1.2,836
O=C(NCCNC(=O)c1ccccn1)c1ccc(F)cc1,11.2%,-2.9,783
NC(=O)c1ccccc1NC(=O)CC1(CC(=O)O)CCCC1,8.6%,-10.0,848
Cc1cccc(CCNC(=O)c2cccc(NC3=NC4CS(=O)(=O)CC4S3)c2)c1 (configuration not stated),11.4%,-15.7,657
O=C1CCC(C(=O)N2CCCC2)CN1CCc1cccc(F)c1 (configuration not stated),15.4%,-8.4,725
COc1cccc(/C=C2\SC(=S)N(CC(=O)N(C)C3CCS(=O)(=O)C3)C2=O)c1 (configuration not stated),4.2%,-0.4,683
CCOc1ccc(CCNC(=O)Nc2ccccc2)cc1OCC,25.7%,117.5*,809*
Cc1cc2[nH]c(=O)c(=O)[nH]c2cc1S(=O)(=O)NC1CCC(C)CC1 (configuration not stated),9.4%,-2.5,702
CCN(CC(=O)Nc1ccc(Br)cc1)C(=O)Cc1cccc(F)c1,-5.1%,3.5,840
COCCCNC(=S)N(CCCN(C)C)Cc1cc2cc3c(cc2[nH]c1=O)OCCO3,5.8%,-1.6,793
Cc1nc2nc(C)c(NS(=O)(=O)c3ccc(Cl)cc3)c(=O)n2[nH]1,-2.2%,6.7,804
O=S(=O)(Nc1ncccn1)c1ccc(Cl)cc1,5.2%,4.7,803
O=C(NN=C1CCCCCC1)c1cccs1,6.3%,-0.3,845
CCOc1ccc(OCC(=O)Nc2cc3c(cc2C(=O)O)OCCCO3)cc1,-81.6%,13.6,846
N#CCC(=O)N/N=C\c1ccccc1OC/C=C/c1ccccc1,-135.0%,0.0,824

Additional records follow.
SMILES,HEK293 NOD2/NF-kB,Lipid droplet,Lipid droplet cells 6.5 µM
CCCc1ccc2oc(C(=O)N3CCCC3)c(C)c2c1,-19.9%,-2.9,803
CC1CCCN(S(=O)(=O)c2cnc[nH]2)C1 (configuration not stated),-5.9%,14.7,709
O=C(N=C1SC2CS(=O)(=O)CC2N1c1cccc(F)c1)C1CC1 (configuration not stated),9.7%,-21.8,644
COc1cccc(NC(=O)C2CCC(CNS(=O)(=O)c3ccc4c(c3)CC(C)N4C(C)=O)CC2)c1 (configuration not stated),28.5%,-12.7,646
Cc1ccc(S(=O)(=O)N(CC(=O)Nc2cccnc2)c2ccccc2C)cc1,16.5%,-1.7,818
COc1ccccc1OCCNC(=O)c1ccc2c(c1)CCC2,-27.8%,-14.8,792
CCCc1ccc2oc(C(=O)NCCCN3CCOCC3)c(C)c2c1,-0.9%,-2.1,591
COc1ccc(CNC(=O)CN(C(=O)c2snc(C(N)=O)c2N)c2ccc(F)cc2)cc1,11.8%,1.6,767
Cc1cccc(CNC(=O)C(C)n2nc(C)c3c(C)n(-c4ccccc4)nc3c2=O)c1 (configuration not stated),-1.1%,1.6,642
Cc1ccsc1C(=O)Nc1cccc(-n2cnnn2)c1,-3.9%,25.2,812
CC(=O)Nc1sc(NC(=O)c2ccco2)nc1-c1cccs1,8.3%,-1.0,634
O=C(CN1CCCC1)N1c2ccccc2Sc2ccc(Cl)cc21,5.0%,5.7,770
CC1CCCC(C)N1C(=O)c1ccc(S(=O)(=O)NCc2ccco2)cc1 (configuration not stated),21.7%,-7.9,645
COc1ccc(C)cc1NC(=O)CN(C)S(=O)(=O)c1ccc2c(c1)CCCN2C(C)=O,11.7%,-10.7,716
Nc1ccc[n+](CC(=O)c2ccccc2)c1,6.1%,-4.9,751
COc1cc2c(cc1OC)C(COc1ccc(F)cc1)N(C(C)=O)CC2 (configuration not stated),2.4%,14.6,833
CCCn1c(=N)c(S(=O)(=O)c2ccccc2)cc2c(=O)n3cccc(C)c3nc21,6.3%,0.1,788
COc1cccc(OCC(=O)N2CCCc3ccccc32)c1,13.9%,-9.2,808
O=C(Nc1ccc(C(=O)Nc2ccccc2Cl)cc1)c1cccnc1,2.2%,6.2,760
O=C(NC1CCCC1)C(c1ccncc1)N(C(=O)c1ccco1)c1ccc(F)c(Cl)c1 (configuration not stated),10.7%,0.7,800

Later entries.
Order of results: HEK293 NOD2/NF-kB	Lipid droplet	Lipid droplet cells 6.5 µM
CCn1cc(C(=O)NCCCN2CCCC(C)C2)c(=O)c2cc(S(=O)(=O)N(C)C3CCCCC3)ccc21 (configuration not stated)
→ -17.4%	-7.0	724
CCOc1ccc(C(=O)O/N=C(\N)c2ccccn2)cc1OCC
→ -48.5%	-17.7	834
COc1ccc2cc3cc(C(=O)N4CCCCC4C)oc3nc2c1 (configuration not stated)
→ -97.4%	-0.3	716
COC(=O)c1cccc(N(CC(=O)NC2CCCC2)C(=O)CNC(=O)c2cccs2)c1
→ 15.9%	-3.1	824
COc1ccccc1/C=C/c1ccc2cccc(O)c2n1
→ -6.9%	-5.3	781
O=C(C1CCC(=O)N(C2CC2)C1)N1CCC(Oc2ccccc2F)CC1 (configuration not stated)
→ 3.1%	-0.4	734
CCCNC(=O)c1ccc(COc2cccc3ccccc23)o1
→ 16.1%	0.4	820
Cc1cccc(OCC(=O)NCC(=O)N/N=C/c2cc(Br)cc(Br)c2O)c1
→ 31.4%	-42.1	783
CC(C)Cc1nnc(NC(=O)CC(C)c2ccccc2)s1 (configuration not stated)
→ -2.1%	-11.2	842
CCOc1ccc(/C=N/NC(=O)NC23CC4CC(CC(C4)C2)C3)cc1O
→ -1.2%	-0.8	808

Further results
Order of results: HEK293 NOD2/NF-kB	Lipid droplet	Lipid droplet cells 6.5 µM
Cc1cc(C)nc(NS(=O)(=O)c2ccc(NC(=O)C(C)Oc3ccccc3F)cc2)n1 (configuration not stated)
→ 8.4%	-10.4	812
COc1ccccc1N1CCN(C(=O)C2CCCN(c3ncnc4c3nc3n4CCCCC3)C2)CC1 (configuration not stated)
→ 33.6%	-21.2	669
Cc1ccc(CN2CCC(n3nccc3NC(=O)CCOc3ccccc3)CC2)cc1C
→ 12.7%	-9.9	748
CCc1ccc(CN(C)C(=O)C2CCC(=O)N(Cc3cccc(OC)c3)C2)nc1 (configuration not stated)
→ 15.1%	-1.7	691
O=C(NCCS(=O)(=O)N1CCN(c2ccc(F)cc2)CC1)c1ccc(Br)o1
→ 14.2%	3.0	735
COc1ccc(C(=O)N2CCCCCC2)cc1S(=O)(=O)N1CCOCC1
→ -5.7%	3.3	839
COc1cccc(-c2cccc(NC(=O)C3CCN(CC4CCOC4)CC3)c2)c1 (configuration not stated)
→ -10.6%	-11.7	699
O=C(NCc1cccs1)C1CCC(=O)N(Cc2cccc(C(F)(F)F)c2)C1 (configuration not stated)
→ 11.4%	0.7	855
CCCN1CCc2nc(SCC(=O)Nc3ccc(C)c(Cl)c3)[nH]c(=O)c2C1
→ 3.6%	-13.4	719
O=C(O)c1cc(S(=O)(=O)N2CCN(C(c3ccccc3)c3ccccc3)CC2)ccc1Cl
→ 10.4%	9.0	850

Full records as entered above:
CCCn1c(=N)c(S(=O)(=O)c2ccccc2)cc2c(=O)n3cccc(C)c3nc21 is entered as HEK293 NOD2/NF-kB = 6.3%; Lipid droplet = 0.1; Lipid droplet cells 6.5 µM = 788
COc1cccc(OCC(=O)N2CCCc3ccccc32)c1 is entered as HEK293 NOD2/NF-kB = 13.9%; Lipid droplet = -9.2; Lipid droplet cells 6.5 µM = 808

(list continues)
Order of results: HEK293 NOD2/NF-kB	Lipid droplet	Lipid droplet cells 6.5 µM
Cc1cc(C)c(S(=O)(=O)N(C)CC(=O)NCc2cccnc2)c(C)c1
→ -11.7%	-25.4	814
C=C(C)COc1ccc(-c2nc(N)ncc2-c2ccc(OC)c(OC)c2)c(O)c1
→ -46.1%	-2.9	827
CC1CCN(C(=O)Cn2nnnc2CN2CCOCC2)CC1
→ 11.1%	6.7	694
Cc1cc(NS(=O)(=O)c2ccc(NS(=O)(=O)c3ccc(Br)cc3)cc2)no1
→ -16.3%	3.5	850
CS(=O)(=O)Nc1ccc(-c2ccc(/C=C3\SC(N)=NC3=O)o2)cc1
→ 18.1%	4.7	792
CC(C)c1nc2sc3c(c2c(=O)[nH]1)CC(C)(C)OC3
→ 9.2%	33.0	849
Cc1ccccc1-n1ncc2c1CC(C)(C)CC2NC(=O)C1CCC1 (configuration not stated)
→ -3.7%	12.0	748
O=C1C2C3C=CC(C3)C2C(=O)N1c1cccc2ccccc12 (configuration not stated)
→ -24.2%	-5.3	815
Cc1cccc(C(=O)NNC(=O)c2ccc(NC(=O)C(C)(C)C)cc2)c1
→ 12.7%	-9.6	845
COc1ccc(OC)c(S(=O)(=O)N2CCN(c3ncccn3)CC2)c1
→ 2.0%	5.3	838

More results
Order of results: HEK293 NOD2/NF-kB	Lipid droplet	Lipid droplet cells 6.5 µM
O=C(c1ccc2c(c1)CCN2S(=O)(=O)c1ccccc1)N1CCN(c2ccccc2F)CC1
→ 47.0%	21.6	778
O=C(c1ccccc1)C1CCN(C(=O)C2CCC(=O)N(Cc3ccccc3F)C2)CC1 (configuration not stated)
→ 6.7%	-17.3	846
CCCC(=O)Nc1nnc(/C=C/c2ccccc2)s1
→ -19.4%	1.1	802
C=CCn1c(SCC(=O)Nc2ccc(OC)cc2)nc2c([nH]c3ccccc32)c1=O
→ -9.9%	1.5	772
CN(C(=O)c1ccc([N+](=O)[O-])cc1)c1ccccc1C(=O)NCc1ccccc1
→ -6.2%	-0.5	829
Cc1ccc(S(=O)(=O)c2nnn3c2nc(N2CCOCC2)c2ccccc23)c(C)c1
→ 1.4%	-33.2	756
COc1ccc(S(=O)(=O)N(C)CC(=O)NCCN2CCOCC2)cc1Cl
→ 2.7%	-4.9	786
CSc1nsc(SCC(=O)Nc2cccc(C(=O)O)c2)n1
→ -13.0%	-0.2	787
O=C(CSc1nnnn1C1CCCC1)N1CCCCC1
→ -9.3%	-0.7	799
COc1ccc(Cl)cc1NC(=O)c1noc(C)c1[N+](=O)[O-]
→ 23.7%	11.0	745

The results go on:
Order of results: HEK293 NOD2/NF-kB	Lipid droplet	Lipid droplet cells 6.5 µM
O=C(Nc1ccc(N2CCN(C(=O)c3cccs3)CC2)cc1)c1ccc(F)cc1
→ -18.3%	-16.7	723
COc1cc2c(cc1OC)CN(C(=O)Cc1c(F)cccc1Cl)CC2
→ 19.5%	5.4	776
O=S(=O)(c1ccccc1)c1nc(-c2ccccc2)oc1NCCCN1CCOCC1
→ 11.5%	5.4	847
COc1ccc(Cc2nnc(SCC(=O)Nc3ccc(N4CCOCC4)cc3)o2)cc1
→ 12.6%	0.7	825
COCCC(=O)N1CCC(Oc2ccc(C(=O)NC3CCCCC3)cc2)CC1
→ 2.1%	10.6	761
COc1cc(NC(=O)c2ccc(C)cc2)ccc1NC(=O)c1cc2ccccc2o1
→ 1.3%	-3.1	389

Six compounds from above, reduced to HEK293 NOD2/NF-kB.
structure,HEK293 NOD2/NF-kB
COc1cc2c(cc1OC)CN(C(=O)Cc1c(F)cccc1Cl)CC2,19.5%
COCCC(=O)N1CCC(Oc2ccc(C(=O)NC3CCCCC3)cc2)CC1,2.1%
COc1cc(NC(=O)c2ccc(C)cc2)ccc1NC(=O)c1cc2ccccc2o1,1.3%
O=C(Nc1ccc(N2CCN(C(=O)c3cccs3)CC2)cc1)c1ccc(F)cc1,-18.3%
COc1ccc(Cc2nnc(SCC(=O)Nc3ccc(N4CCOCC4)cc3)o2)cc1,12.6%
O=S(=O)(c1ccccc1)c1nc(-c2ccccc2)oc1NCCCN1CCOCC1,11.5%
